Bioassay records (PubChem)
bIAP inhibitor: bovine intestinal alkaline phosphatase inhibitors, primary screen, selectivity assay for TNAP inhibitor project, biochemical, bovine IAP, CDP-star luminescence | alkaline phosphatase, intestinal [Bos taurus] | purified bovine IAP, 30 min | inhibition, % at 20 µM | 190,000 tested, under 10 active;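 active = over 50% inhibition of intestinal alkaline phosphatase at 20 µM in the single-dose screen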
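test system = bovine IAP enzyme | medium = DEA buffer 100 mM, pH 9.8, with MgCl2 1.0 mM, ZnCl2 0.02 mM | detection = luminescence | dosing = single compound dose of 20 µM, 2% DMSO final | incubation = 30 min reaction at room temperature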
FLuc inh counter: firefly luciferase enzyme inhibitors, primary screen, artefact control for luciferase-based inhibitor screens, biochemical, luminescence, ATPLite; AID 1006, 2008; Luciferin 4-monooxygenase (Photinus pyralis), P08659; inhibition, % at 10 µM; 1.5% of 200,000 active; 10 min;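 active = inhibition above about 50% when tested at 10 µM, limit read from the data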
Target sequence (P08659 whole entry, looked up): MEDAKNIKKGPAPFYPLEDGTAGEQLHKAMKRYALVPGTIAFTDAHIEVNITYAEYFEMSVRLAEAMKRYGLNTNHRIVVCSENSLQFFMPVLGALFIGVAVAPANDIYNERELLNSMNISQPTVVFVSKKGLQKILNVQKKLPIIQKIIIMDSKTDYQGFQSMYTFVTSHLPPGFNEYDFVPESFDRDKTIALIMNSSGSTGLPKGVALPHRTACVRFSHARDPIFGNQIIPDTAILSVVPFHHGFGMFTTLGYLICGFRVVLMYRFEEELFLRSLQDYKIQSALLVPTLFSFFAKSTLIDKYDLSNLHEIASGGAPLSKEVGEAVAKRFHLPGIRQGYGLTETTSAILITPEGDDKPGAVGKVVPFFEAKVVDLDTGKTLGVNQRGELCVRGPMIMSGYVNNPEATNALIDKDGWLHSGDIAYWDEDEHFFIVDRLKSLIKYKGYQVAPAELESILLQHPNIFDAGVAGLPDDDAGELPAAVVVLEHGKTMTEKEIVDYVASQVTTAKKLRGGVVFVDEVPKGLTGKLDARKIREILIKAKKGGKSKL
APP 5UTR inh: inhibitors of APP translation via 5'UTR reporter, primary screen, APP 5'UTR luciferase, SH-SY5Y cells | SH-SY5Y APP 5'UTR-luciferase reporter, luminescence | inhibition, % at 2 µM | 0.82% of 190,000 active;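 active = inhibition above a set limit, derived from the sample mean plus 3 SD, cut at about 45% in these data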; also: values of inactives mirror those of a sister screen read the other way
FLuc act counter: FLuc activators, initial screening, artefact control for FLuc-dependent activation tests, biochemical, ATPlite luminescence. activation factor at 10 µM. AID 1027, 2008. 200,000 tested, under 10 active. ATPlite luciferase biochemical, 10 min; 0 = ATP-free wells, 1 = DMSO control;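 active = luciferase activation factor, scaled between plate controls, of at least 2 with compound at 10 µM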
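Material: Luciferase/luciferin reagent mix | Doses: Test compounds dosed from 2 mM stocks in 100% DMSO | Timing: 10 min incubation after luciferase reagent addition, room temperature | Measured by: Luminescence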
TNAP act hiacc: TNAP activators at high phosphate acceptor level, primary screen, biochemical, luminescence, uHTS | 200,000 tested, under 10 active | Alkaline phosphatase, tissue-nonspecific isozyme (Homo sapiens), P05186 | purified TNAP, CDP-star luminescence, 1 M DEA, 30 min; stronger effect = higher value; 0 = EDTA background, 1 = DMSO-only activity | activation factor at 20 µM | AID 1136, 2008;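 active = activation factor at least 2 at 20 µM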
Target sequence (P05186 whole entry, looked up): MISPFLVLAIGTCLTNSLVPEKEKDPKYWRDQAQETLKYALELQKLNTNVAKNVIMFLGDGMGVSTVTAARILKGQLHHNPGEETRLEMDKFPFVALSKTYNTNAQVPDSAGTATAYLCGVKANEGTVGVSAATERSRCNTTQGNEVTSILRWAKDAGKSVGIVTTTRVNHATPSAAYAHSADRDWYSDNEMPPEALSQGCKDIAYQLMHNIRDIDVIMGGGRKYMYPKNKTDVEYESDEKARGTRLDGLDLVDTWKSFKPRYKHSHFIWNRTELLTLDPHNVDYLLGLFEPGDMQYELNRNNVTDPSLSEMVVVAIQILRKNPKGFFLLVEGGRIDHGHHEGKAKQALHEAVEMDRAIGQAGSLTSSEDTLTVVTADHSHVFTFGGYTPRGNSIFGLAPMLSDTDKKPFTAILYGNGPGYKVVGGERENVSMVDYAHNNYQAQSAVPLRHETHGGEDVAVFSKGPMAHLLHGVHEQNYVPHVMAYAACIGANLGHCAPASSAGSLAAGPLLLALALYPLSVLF
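Dosing: 20 µM single point. System: human TNAP. Amount: TNAP 1/800 final. Incubation: 30 min, room temperature. Read-out: TNAP activation factor scaled between EDTA and DMSO control wells. Signal: luminescence from CDP-star hydrolysis. Medium: 1 M DEA, pH 9.8, Mg2+, Zn2+. Control set: EDTA negative control, DMSO positive control.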
TNAP inh hiacc: human TNAP enzyme inhibitors, primary screen, biochemical, luminescent, high phosphate acceptor level, uHTS; Alkaline phosphatase, tissue-nonspecific isozyme (Homo sapiens), P05186; purified TNAP, CDP-star luminescence, 1 M DEA; inhibition, % at 20 µM; 0.03% of 200,000 active;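 active = over 50% inhibition of tissue-nonspecific alkaline phosphatase at 20 µM in the single-dose screen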;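 also: plate controls were DMSO wells for no effect and EDTA-quenched wells as full inhibition for full effect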
TNAP inh noacc: human TNAP enzyme inhibitors, primary screen, biochemical, luminescent, no phosphate acceptor, uHTS; Alkaline phosphatase, tissue-nonspecific isozyme (Homo sapiens), P05186; purified TNAP, CDP-star luminescence, 30 min; inhibition, % at 20 µM; 0.26% of 200,000 active; AID 1012, 2008;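 active = tissue-nonspecific alkaline phosphatase inhibition above about 50% at 20 µM in the single-dose screen, limit read from the data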;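 also: 0% = DMSO negative control and 100% = EDTA positive control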
RAM network inh: inhibitors of the yeast RAM network, primary screen, dse1pr::URA3 reporter, 5-FOA selection; inhibition, % at 50 µM; AID 868, 2007; 1.8% of 190,000 active; S. cerevisiae dse1pr::URA3 reporter, 5-FOA growth OD615, 2 d; analog-sensitive cbk1-as2 kinase mutant strain;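 active = inhibition above a set limit, 3 SD over mean compound inhibition, cut at about 8.4% in these data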;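 also: 0% = DMSO-only wells with no growth and 100% = 10 µM 1-NA-PP1 full growth; inhibition rescues growth on 5-FOA so higher OD means more RAM inhibition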
bIAP act: bovine intestinal alkaline phosphatase activators, primary screen, biochemical, bovine IAP, CDP-star luminescence; alkaline phosphatase, intestinal [Bos taurus]; activation factor at 20 µM; AID 1016, 2008; purified bovine IAP, 30 min; stronger effect = higher value; fold of DMSO-control signal, blank-subtracted; 0.17% of 200,000 active;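 active = activation factor of 2 or more at 20 µM, a signal rise over negative controls twice the positive control's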
L major viab: Leishmania major promastigote growth inhibition, primary screen; Leishmania major promastigotes, resazurin fluorescence viability; inhibition, % at 10 µM; 9% of 200,000 active; AID 1063, 2008; in the data active = inhibition above about 50%;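 also: promastigotes grown with compound for 44 hours at 28 °C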
* hit, by the source's call; · = no result given.

Second line of a record – bIAP inhibitor, FLuc inh counter, APP 5UTR inh, FLuc act counter, TNAP act hiacc, TNAP inh hiacc, TNAP inh noacc, RAM network inh, bIAP act, L major viab
#1 Cn1nc(C(F)(F)F)c(/C=N/OC(=O)c2ccc(Cl)cc2)c1Cl
 : -5, -8, 2, 1.1, 1, -2, 3, 4.9, 1, -6
#2 CN1CCc2c(sc(/N=C/c3ccco3)c2C(N)=O)C1
 : 18, 9, -9, 0.9, 1, -1, -7, 3.7, 0.8, -1
#3 CC(=O)NC(=O)c1ccc(-c2ccc(Cl)cc2)o1
 : -2, 36, -7, 0.6, 1, -1, -12, 2.6, 1, -5
#4 O=C1CCCC(=O)C1=Cc1c[nH]c2ccccc12
 : 18, -8, 4, 1.1, 1.1, -9, 8, 1.6, 0.8, 1
#5 CCc1nc(NCc2ccccc2)c(C#N)c2c1CCCC2
 : 12, -6, -2, 1.1, 1, 2, 17, 4.0, 0.9, -3
#6 O=c1cnn(-c2ccc(Cl)cc2Cl)c(-c2ccccc2)c1
 : 15, -5, 20, 1.1, 1.1, -6, -1, 6.2, 0.9, 92*
#7 COc1cc(C)ccc1OCCOc1ccccc1Cl
 : 13, 2, -17, 1, 1, -2, -8, 1.4, 0.9, -2
#8 COC(=O)CN(c1ccc(C(C)C)cc1)S(=O)(=O)c1c(C)[nH]c(=O)[nH]c1=O
 : 4, -6, -4, 1.1, 1.1, -11, -18, 0.3, 1, -10
#9 Cc1cc(C(=O)NCc2cccs2)c(C)o1
 : 5, -8, 15, 1.1, 1.1, -6, -9, -1.1, 1, -1
#10 CCOc1cc(NC(=O)c2ccccc2[N+](=O)[O-])c(OCC)cc1NC(=O)CC(C)C
 : 0, -6, 1, 1.1, 1, -2, -8, 3.5, 1, 5
#11 c1ccc(OCc2nnc(-c3ccccc3)o2)cc1
 : -7, 10, -67, 0.9, 1, -4, -15, 0.8, 1.1, -8
#12 O=S(=O)(c1ccc(F)cc1)N1CCN(Cc2ccccn2)CC1
 : -8, -7, -6, 1.1, 1, -4, -6, -0.5, 1.1, -4
#13 CCOC(=O)CNC(=O)c1c(C)nn(-c2ccccc2)c1Cl
 : -8, -5, -27, 1.1, 1, -5, -10, 0.5, 1.1, -6
#14 CC(C)Nc1nnc(SC(C)C(=O)Nc2ccc(Cl)cn2)s1 (stereo not given)
 : 11, -3, -39, 1, 1, 1, -2, 3.0, 0.9, 1
#15 Cc1ccc(-n2ncc3c(SCc4ccccc4)ncnc32)cc1
 : 11, 2, -112, 1, 1, -2, -14, 12*, 0.9, -5

The list goes on:
Second line of a record – bIAP inhibitor, FLuc inh counter, APP 5UTR inh, FLuc act counter, TNAP act hiacc, TNAP inh hiacc, TNAP inh noacc, RAM network inh, bIAP act, L major viab
#16 CC12CCC(C(=O)N3CCCc4ccccc43)(OC1=O)C2(C)C (stereo not given)
 : -14, 0, 9, 1, 1, 5, -5, 0.5, 1.1, 4
#17 COC(=O)c1cc(OC)c(OC)cc1N=CC1=C(O)CC(C)(C)CC1=O
 : -7, -9, -13, 1.1, 1.1, -6, 0, -0.7, 1.1, -1
#18 COc1cccc(=O)c2c(C)n(C)c(C)c12
 : 11, 0, -10, 1, 1, 3, -1, 1.5, 0.9, 9
#19 Oc1ccc(-c2cn3cc(C(F)(F)F)ccc3n2)cc1
 : -1, 95*, -229, 0.1, 1, 0, -13, 0.9, 1, 51*
#20 CC(CC(=O)NCc1ccccc1)C1CCCO1 (stereo not given)
 : 6, -2, -23, 1, 1, -4, -11, 0.8, 0.9, -5
#21 Cc1ccccc1NC(=O)COC(=O)CCc1ccccc1
 : 4, -2, 12, 1, 1, 0, -8, 0.0, 1, -6
#22 Cc1cc(C(=O)CN2C(=O)c3cccc(N)c3C2=O)c(C)n1Cc1cccs1
 : 3, 49, ·, 0.5, 1, 3, -20, 2.9, 1, 5
#23 O=C(Cn1c(C(F)(F)F)nc2ccccc21)NCCN1CCCC1
 : 6, -4, 21, 1, 1, -1, -11, 0.0, 0.9, 0
#24 O=C(Nc1cccnc1)c1ccc([N+](=O)[O-])cc1Cl
 : -23, 3, 23, 1, 1, -3, -10, 1.6, 1.2, 18
#25 Nc1[nH]c(=O)[nH]c(=O)c1N=Nc1cccc(Cl)c1
 : -13, 7, -1, 0.9, 1, 0, -20, 3.8, 1.1, -5
#26 Cc1ccc(-c2nc(C3CCN(S(=O)(=O)c4ccc(C(F)(F)F)cc4)CC3)no2)cc1
 : 8, -4, 4, 1, 1, -2, -5, 4.0, 0.9, -5
#27 CCOc1cc(C2C(C(=O)N3CCCCC3)=C(C)NC3=C2C(=O)CCC3)cc(Br)c1O (stereo not given)
 : 13, 2, -2, 1, 1, 0, -3, 0.7, 0.9, 0
#28 COc1ccc(CN(Cc2ccc(C(=O)O)cc2)C(=S)Nc2ccc(C)cc2)cc1OC
 : -5, 3, -9, 1, 1, 2, 0, 2.7, 1.1, -1
#29 COc1ccc(CNn2c(-c3cccc(C)c3)nc3ccccc3c2=O)cc1OC
 : 6, -4, 0, 1, 1, 2, -4, 2.1, 0.9, 5
#30 COc1ccc(CNC(=O)COc2cc(=O)n(C)c3ccccc23)cc1
 : 7, -8, 6, 1.1, 1, 0, -4, 0.1, 0.9, 3

The listing continues:
Second line of a record – bIAP inhibitor, FLuc inh counter, APP 5UTR inh, FLuc act counter, TNAP act hiacc, TNAP inh hiacc, TNAP inh noacc, RAM network inh, bIAP act, L major viab
#31 Cc1ccc(C(=O)COC(=O)c2ccccc2N2C(=O)C3C4CCC(C4)C3C2=O)cc1C (stereo not given)
 : 3, -6, 4, 1.1, 1, -4, -7, 2.0, 1, -8
#32 Cc1nc2ccccc2c(=O)n1/N=C/c1cccs1
 : 7, -2, 53*, 1, 1, -1, 6, -0.2, 0.9, 3
#33 CCOC(=O)CSc1nnc(-c2cccnc2)n1Cc1ccccc1
 : 5, -5, 4, 1.1, 1, -4, -8, 0.7, 1, -9
#34 O=c1c2cccnc2[nH]c(=S)n1CCC1=CCCCC1
 : -7, -1, 13, 1, 1.1, -5, -21, 5.5, 1.1, 5
#35 COC(=O)/C(=N/Nc1cccc(C)c1)N1CCCc2ccccc21
 : 1, -1, 4, 1, 1, 2, -16, 7.0, 1, 26
#36 C/C(=C\C(=O)c1ccc(F)cc1)NCc1ccc2c(c1)OCO2
 : 28, -6, 11, 1.1, 1, -4, -4, -0.1, 0.7, -4
#37 CC(C)(C)CNC(CO)C12CC3CC(CC(C3)C1)C2 (stereo not given)
 : 7, -7, -3, 1.1, 1, -4, 3, 0.4, 0.9, 0
#38 O=C(c1ccccc1)N1CCN(C(=O)N2CCCCC2)CC1
 : 3, -3, 17, 1, 1, 0, -7, 0.6, 1, 27
#39 Cc1c(C(=O)N2CCC(Cc3ccccc3)CC2)cccc1[N+](=O)[O-]
 : 3, -6, 19, 1.1, 1, -2, -6, 0.2, 1, 14
#40 C=CCn1c(SCC(O)Cn2c3ccccc3c3ccccc32)nnc1-c1ccco1 (stereo not given)
 : -2, -4, 11, 1, 1.1, -10, -10, 4.3, 1, 20
#41 Cc1cc2ccccc2n1CCNC(=O)C1CCCC1
 : -3, -4, -7, 1, 1, -1, -11, 2.4, 1, -5
#42 CCSC1=C(C#N)C(c2cccc(Br)c2)CC(=O)N1 (stereo not given)
 : 12, 4, -28, 1, 1, -2, -4, 0.8, 0.9, -2
#43 CCCCCOc1ccc(C(=O)NCC2(c3ccccc3)CCOCC2)cc1
 : -14, 1, 8, 1, 1.1, -5, -8, 3.1, 1.1, 8
#44 CCOC(=O)N1CCC(NC(=O)C(CC(C)C)NC(=O)C2CCCCC2)CC1 (stereo not given)
 : -2, -4, 10, 1, 1.1, -8, -18, -0.8, 1, -5
#45 O=C(O)CCN=C1CCCc2ccccc2N1
 : 0, 0, -7, 1, 1, -1, -3, 1.9, 1, 0

Individual results from the results shown:
COC(=O)/C(=N/Nc1cccc(C)c1)N1CCCc2ccccc21 @ FLuc inh counter: -1
CCSC1=C(C#N)C(c2cccc(Br)c2)CC(=O)N1 (stereo not given) @ APP 5UTR inh: -28
O=c1c2cccnc2[nH]c(=S)n1CCC1=CCCCC1 @ TNAP act hiacc: 1.1

The list continues:
Second line of a record – bIAP inhibitor, FLuc inh counter, APP 5UTR inh, FLuc act counter, TNAP act hiacc, TNAP inh hiacc, TNAP inh noacc, RAM network inh, bIAP act, L major viab
#46 CC(NC(=O)c1ccc(N(C)C)cc1)c1ccc(F)cc1 (stereo not given)
 : -2, -2, 17, 1, 1.1, -7, -14, -1.3, 1, 27
#47 COc1ccc2occ(C(C)=O)c2c1
 : 9, -3, 37, 1, 1, 1, -5, 1.2, 0.9, -4
#48 Oc1oc(-c2ccccc2)nc1C=NCc1ccccc1
 : 38, -1, -18, 1, 1, -5, 11, -0.7, 0.6, -1
#49 CC(NC(=O)N(Cc1ccccc1)Cc1ccc2c(c1)OCO2)(C(F)(F)F)C(F)(F)F
 : 9, -1, 11, 1, 1, 2, -3, 2.8, 0.9, 94*
#50 CCc1nc(SCC(=O)N2CC(=O)Nc3ccccc32)c2c(C)c(C)sc2n1
 : 7, 0, 8, 1, 1, -2, -13, 3.5, 0.9, 5
#51 Cc1ccccc1C(=O)NC1CCN(Cc2nnnn2C2CCCC2)CC1
 : -13, -9, 6, 1.1, 1, -4, -5, 0.1, 1.1, -2
#52 CCC/C(O)=C1\C(=O)CCCC1=NC(C)C(=O)O (stereo not given)
 : 2, -2, -2, 1, 1, -4, -13, 2.9, 1, -7
#53 COc1ccc(NCc2nnc(SCC#N)n2-c2ccccc2OC)cc1
 : 2, -4, -25, 1, 1.1, -9, -9, 4.6, 1, 4

3 structures already listed, ordered by molar mass, falling.
Second line of a record – bIAP inhibitor, FLuc inh counter, APP 5UTR inh, FLuc act counter, TNAP act hiacc, TNAP inh hiacc, TNAP inh noacc, RAM network inh, bIAP act, L major viab
#46 CC(NC(=O)c1ccc(N(C)C)cc1)c1ccc(F)cc1 (stereo not given)
 : -2, -2, 17, 1, 1.1, -7, -14, -1.3, 1, 27
#48 Oc1oc(-c2ccccc2)nc1C=NCc1ccccc1
 : 38, -1, -18, 1, 1, -5, 11, -0.7, 0.6, -1
#47 COc1ccc2occ(C(C)=O)c2c1
 : 9, -3, 37, 1, 1, 1, -5, 1.2, 0.9, -4
